From PubChem
p53ts 39C kill – p53ts cell cytotoxicity, nonpermissive temperature; 130,000 compounds, 1.5% hits; Potency, µM (doses to about 46.1 µM), for the others: at the highest dose activity change, negative = cell killing, usual class: cytotoxic; H1299-p53A138V viability at 39C, ATP luminescence, 24 h; also: nearly all actives have a fitted effect of over 55% in size
p53ts 32C kill – kills p53ts cells at the permissive temperature | H1299-p53A138V at 32C, ATP luminescence viability, 24 h | 130,000 compounds, 0.93% hits | Potency, µM (series often up to 46.1 µM), without a hit: at the top dose activity change, negative = cytotoxicity, most hits filed as cytotoxic;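 also: 0% = DMSO and -100% = full killing by reference compound; nearly all actives have a fitted effect of over 55% in size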
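H1299-p53 A138V cells (temperature-sensitive p53) exposed 24 h to up to 46 uM compound at 32C, where p53 is wild-type in conformation. Viability read as ATP luminescence and normalised to DMSO and 100 uM tamoxifen. AC50 fitted with the Hill equation.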
Peg3 imprint – genomic imprint erasure induction | 110,000 compounds, 0.02% hits | Potency, µM (doses to about 60.7 µM), for the others: at the highest dose activity change, positive = activation, hits mostly activators | mouse ES Peg3-LacZ reporter, beta-gal luminescence, 40 h;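 also: 0% = negative control wells on the plate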
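Gelatin-coated wells received 300 freshly trypsinized female ES cells with a Peg3LacZ-Neo reporter on the maternal allele, then incubated 40 hours at 37C. BetaGlo was added for 5 minutes at room temperature before a single luminescence read.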
IkB signaling – suppresses IkB signaling in ABC-DLBCL reporter cells; AID 445; ABC-DLBCL IkBa-CBG/CBR dual luciferase ratio, 4 h; response scale: scaled: untreated 0%, proteasome inhibitor 100%; 110,000 compounds, 0.04% hits; Potency, µM (doses to about 57.1 µM), for the others: top-dose IkBa stabilization activation; active = well fitted curve in the direction sought with a large enough effect in the signal ratio, not every such curve was filed as active; inconclusive = small, poorly fitted or top-dose-only effect, or a change in a side signal; the % refers to the signal ratio;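 also: the direction sought is a rising ratio; 0% = basal untreated cells and 100% = reference inhibitor full response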
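In this assay, an IκBα–CBG68 fusion accumulates when IKK-driven degradation is blocked; native CBR normalizes for cell number. OCI-Ly3 cells were treated 4 h with compound and doxycycline, then green and red light read after Chroma-Glo addition.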
* hit, by the source's call; ? = inconclusive; . = no result given; [ ] = dose if it differs, or a comment. Unless noted, calls follow the shape of the dose curve; as a rule, active = well fitted curve in the direction sought with a large enough effect; inconclusive = small, poorly fitted or top-dose-only effect, or another doubt; inactive = no such curve, though single readings can be large; an effect the other way counts as inactive or inconclusive. Unless noted, % is scaled to controls: 0 for no effect and ±100 for the full control effect; potency is read from the fitted curve at half-maximal effect.

entry	SMILES	p53ts 39C kill	p53ts 32C kill
1	CC(C)n1nnnc1SCC(=O)Nc1ccccc1N1CCOCC1	6%	5%
2	CCOC(=O)c1oc2ccc(S(=O)(=O)n3nc(-c4cc(OC)c(OC)c(OC)c4)cc3N)cc2c1C	4%	1%
3	O=C1CN(C(=O)COc2ccc(Cl)cc2Cl)C(c2ccc(F)cc2)c2cc(F)ccc2N1 (stereo unspecified)	-2%	7%
4	CC(C)(C)c1ccc(S(=O)(=O)N2CCCCC2C(=O)NCc2ccccn2)cc1 (stereo unspecified)	10%	3%
5	Cc1ccc2c(c1)NC(=O)C(CC(=O)NCCN(C)C)O2 (stereo unspecified)	5%	1%
6	Cc1ccc(N2CC(NC(=O)c3ccccc3Br)CC2=O)cc1 (stereo unspecified)	15%	-10%
7	Nc1cc(C(F)(F)F)ccc1C(=O)O	-4%	2%
8	Cc1ccc(-c2nnc3c4ccccc4c(C)nn23)cc1NC(=O)c1ccccc1Cl	12%	-3%
9	CC(=O)N1CCc2nc3sc(C(=O)c4ccc(F)cc4)c(N)c3c(C(F)(F)F)c2C1	-3%	6%
10	O=C(O)C1CCC(CNc2c(NC3CCCCC3)c(=O)c2=O)CC1 (stereo unspecified)	6%	-3%
11	C=CCn1c(Cc2ccc(OCC)cc2)nnc1SCC(N)=O	9%	-5%
12	Cc1ccc(S(=O)(=O)N2CCN(C(=O)c3c(C)nn(-c4ccccc4)c3Cl)CC2)cc1	3%	0%
13	CCCc1nc2ccccc2c2nc(N)nn12	2%	6%
14	COc1cc(Nc2cc(C)nc3nc(C)nn23)cc(OC)c1OC	3%	5%
15	CCc1cc2c(SCC(=O)c3cccs3)ncnc2s1	11%	-8%

entry	Peg3 imprint	IkB signaling
1	-5%	0.2%
2	-7%[10.9 µM]	3.8%
3	-3%[10.9 µM]	?
4	-21%	5.8%
5	-13%	-0.1%
6	-8%[10.9 µM]	0.0%
7	-24%	10%
8	1%[10.9 µM]	-2.5%
9	-9%[10.9 µM]	?
10	-8%	2.6%
11	-15%	0.0%
12	-5%	0.1%
13	-10%	-4.8%
14	3%	1.3%
15	-13%	-1.9%

Reprinted at random: 5 entries already listed.
entry	SMILES	p53ts 39C kill	p53ts 32C kill
14	COc1cc(Nc2cc(C)nc3nc(C)nn23)cc(OC)c1OC	3%	5%
6	Cc1ccc(N2CC(NC(=O)c3ccccc3Br)CC2=O)cc1 (stereo unspecified)	15%	-10%
8	Cc1ccc(-c2nnc3c4ccccc4c(C)nn23)cc1NC(=O)c1ccccc1Cl	12%	-3%
5	Cc1ccc2c(c1)NC(=O)C(CC(=O)NCCN(C)C)O2 (stereo unspecified)	5%	1%
2	CCOC(=O)c1oc2ccc(S(=O)(=O)n3nc(-c4cc(OC)c(OC)c(OC)c4)cc3N)cc2c1C	4%	1%

entry	Peg3 imprint	IkB signaling
14	3%	1.3%
6	-8%[10.9 µM]	0.0%
8	1%[10.9 µM]	-2.5%
5	-13%	-0.1%
2	-7%[10.9 µM]	3.8%

Back to the main list with the 2 entries that preceded the break.
entry	SMILES	p53ts 39C kill	p53ts 32C kill
14	COc1cc(Nc2cc(C)nc3nc(C)nn23)cc(OC)c1OC	3%	5%
15	CCc1cc2c(SCC(=O)c3cccs3)ncnc2s1	11%	-8%
16	Cc1ccc(C(c2nnnn2C(C)(C)C)N2CCc3ccccc3C2)cc1 (stereo unspecified)	13%	4%
17	CCOC(=O)C1CCN(C(=O)Nc2ccc(OC)c(OC)c2)CC1	4%	3%
18	COc1cccc(-c2nc3c(C#N)c[nH]n3c2NC2CCCC2)c1OC	-14%	-9%
19	Cc1cccc(CN2CCN(CC(=O)NCc3ccc(Cl)cc3)C2=O)c1	-25%	-1%
20	Cc1ccc(NC(=O)N2CCc3cc(S(=O)(=O)N4CCC(C)CC4)ccc32)cc1C	-9%	1%
21	COc1ccc(-c2cc(C(F)(F)F)nc(SCC(=O)N3CC(C)OC(C)C3)n2)cc1OC (stereo unspecified)	-2%	-7%
22	CCC1CN(C(=O)Nc2ccc(C(=O)O)cc2)c2cc(Cl)ccc2O1 (stereo unspecified)	4%	1%
23	Cc1ccc2c(=O)cc(C(=O)Nc3nnc(CC(C)C)s3)oc2c1C	28%	10%
24	COc1ccc(C2c3c(-c4ccccc4O)n[nH]c3C(=O)N2CCc2ccccc2)cc1 (stereo unspecified)	?	47%[activator]
25	Cc1c(C(=O)N2CCC(C(=O)Nc3ccc(F)cc3)CC2)sc2nc[nH]c(=O)c12	-25%	8%
26	CCOc1ccc(-n2nc(C(=O)N3CCOCC3)c3ccccc3c2=O)cc1	-6%	1%
27	CCOC(=O)C1=C(C)NC(=O)C1(NC(=O)c1cccnc1)C(F)(F)F (stereo unspecified)	10%	4%
28	CCOc1ccc(NC(=O)C(CC)n2c(=O)c(-c3ccccc3NC(C)=O)nc3ccccc32)cc1 (stereo unspecified)	-2%	-1%
29	CCC1=C2CC[C@H]3C(=O)N(CC(=O)OC)C(=O)[C@H]3[C@H]2[C@@]2(C)C(=NCC(=O)OC)OC(=O)N2C1=O	0%	3%
30	CCc1ccc(NC(=O)CN(c2ccc3c(c2)OCO3)S(=O)(=O)c2c(C)noc2C)cc1	-7%	-9%

entry	Peg3 imprint	IkB signaling
14	3%	1.3%
15	-13%	-1.9%
16	11%	-0.1%
17	-6%	2.0%
18	-10%[10.9 µM]	-2.2%
19	-6%[10.9 µM]	?
20	-3%[10.9 µM]	-1.1%
21	0%	-3.6%
22	-9%[10.9 µM]	5.6%
23	-6%[10.9 µM]	?
24	-7%[10.9 µM]	?
25	20%[10.9 µM]	4.0%
26	0%	0.7%
27	16%	1.0%
28	-6%[10.9 µM]	-1.0%
29	-7%	.
30	-15%	0.6%

Additional structures.
entry	SMILES	p53ts 39C kill	p53ts 32C kill
31	Fc1ccc(C(NCCc2ccc(Cl)cc2)c2nnc(-c3ccccc3Cl)o2)cc1 (stereo unspecified)	-24%	-1%
32	COc1ccc(CNC(=O)Cn2ncn3nc(-c4cccs4)cc3c2=O)cc1	2%	8%
33	Cc1ccc(CNC(=O)c2c(-c3ccc(F)cc3F)noc2C)o1	5%	5%
34	Cc1ccsc1C(=O)Nc1ccc(C(=O)O)cc1	-4%	2%
35	CCOc1ccc(C2=CC(c3cc(Br)ccc3F)n3ncnc3N2)cc1Cl (stereo unspecified)	-6%	-10%
36	Cc1cc(Cl)ccc1NC(=O)CN(c1ccccc1Br)S(C)(=O)=O	-10%	4%
37	O=C(C1COc2cc(S(=O)(=O)Nc3ccc(Cl)cc3)ccc2O1)N1CCCC1 (stereo unspecified)	-15%	3%
38	CCn1c(C(=O)OC)cc2c1ccn2-c1ccc(F)cc1	-20%	-3%
39	Cc1cc2c(=O)n(CC(=O)NCC(=O)N3CCN(Cc4ccccc4)CC3)cnc2s1	6%	8%
40	COc1ccccc1Cn1c(CNS(=O)(=O)c2ccccc2Cl)nc2cccnc21	-14%	8%
41	CCCN(C(=O)c1nn(-c2ccc(OC)cc2)c(=O)c2c1c1ccccc1n2C)c1ccc(CC)cc1	-5%	4%
42	COCc1nc2ccccc2n1Cc1ccccc1	2%	-3%
43	CCOc1ccc(-c2nnc(SCC(=O)N(CC)c3cccc(C)c3)o2)cc1	3%	-8%
44	O=C(COC(=O)c1ccccc1Oc1ccccc1)NCc1ccco1	-6%	15%
45	C=C(C)C1CC=C(C)C(OC(C)=O)C1 (stereo unspecified)	0%	4%[1.84 µM]

entry	Peg3 imprint	IkB signaling
31	-11%[10.9 µM]	?
32	-10%[10.9 µM]	-0.3%
33	4%[10.9 µM]	2.6%
34	-93%[inhibitor]	-2.6%
35	-6%[10.9 µM]	?
36	-10%[10.9 µM]	?
37	?	?
38	-15%	0.4%
39	-9%	-1.3%
40	-11%[10.9 µM]	1.5%
41	-15%[10.9 µM]	0.2%
42	-36%[inhibitor]	-0.5%
43	5%[10.9 µM]	0.2%
44	-13%	2.8%
45	1%	0.9%

The listing continues.
entry	SMILES	p53ts 39C kill	p53ts 32C kill
46	COc1ccc(C(=O)c2cnc3ccc(C)cc3c2S(=O)(=O)c2ccccc2)cc1	45%[activator]	7%
47	O=C(NCc1ccccn1)c1ccc(/C=N/O)nc1	-15%	-7%
48	COc1ccc(NC(=O)Cn2c(=O)c(-c3cc(C)ccc3NC(C)=O)nc3ccccc32)c(OC)c1	11%	8%
49	CCOc1ccccc1Oc1c(C)oc2c(CN3CCN(CCO)CC3)c(O)ccc2c1=O	13%	4%
50	CCOC(=O)C1CCN(C(=O)Cn2nc(C)n3c(cc4cc(C)ccc43)c2=O)CC1	-9%	7%
51	CCC(C)C(NC(=O)C(C)NC(=O)CNC(=O)CNC(=O)OCc1ccccc1)C(=O)OC (stereo unspecified)	15%	?
52	CCOC(=O)c1sc2ncn(CC(=O)Nc3ccc(N(C)C)cc3)c(=O)c2c1C	-12%	1%
53	CCCN(Cc1ccccc1)S(=O)(=O)c1ccc(N2C(=O)CCC2=O)cc1	-3%	1%
54	CC(C)CNc1ncnc2c1nnn2C	-10%	-2%
55	Cc1ccc(OC(C)C(=O)Nc2nonc2-c2ccc(Br)cc2)cc1C (stereo unspecified)	3%	-1%
56	CCOC(=O)c1sc(NC(=O)C(C)Sc2nc(-c3ccccc3)cc(C(F)(F)F)n2)c(C(=O)OC)c1C (stereo unspecified)	13%	5%
57	COCCn1c(=O)c(-c2cccs2)nc2cnc(N(C)C)nc21	-5%	3%
58	CC(C)Cn1cc(C(=O)NCC2CCCO2)c2c3ccccc3n(C)c2c1=O (stereo unspecified)	-9%	15%
59	CS(=O)(=O)N1CCC[C@@]2(CCN(C(c3ccccc3)c3ccccc3)C2)C1	2%	-2%
60	COc1ccc(-c2cc(C(C)=O)c(C)n2CCC(=O)NC2CCCCC2)cc1	-10%	-7%

entry	Peg3 imprint	IkB signaling
46	-3%[10.9 µM]	?
47	4%	-2.1%
48	-9%[10.9 µM]	-1.3%
49	3%	1.1%
50	-6%[10.9 µM]	?
51	.	.
52	-5%[10.9 µM]	1.1%
53	1%	1.3%
54	11%[10.9 µM]	2.8%
55	8%[10.9 µM]	?
56	6%[10.9 µM]	2.8%
57	1%	0.3%[11.4 µM]
58	-3%	-0.4%
59	.	3.3%[11.4 µM]
60	-19%[10.9 µM]	2.1%

Additional records.
entry	SMILES	p53ts 39C kill	p53ts 32C kill
61	O=C(NCc1ccco1)c1sc2cc(F)ccc2c1Cl	-11%	-10%
62	COc1ccc(CCN2C(=O)C(O)=C(C(=O)c3ccco3)C2c2cccs2)cc1OC (stereo unspecified)	7%	-1%
63	COc1cc(NC(=O)c2cc(-c3cccc(Cl)c3)on2)c(OC)cc1Cl	0%	9%
64	Cn1c(N)c(C(=O)COC(=O)CCC(=O)c2cccs2)c(=O)n(C)c1=O	-1%	2%
65	O=C(CN1CCC(c2nc3ccccc3[nH]2)CC1)NCc1ccc2c(c1)OCO2	3%	-3%
66	CCCNC(=O)C1CCC(Cn2c(=O)c3sccc3n(CC(=O)N3CCCC(C)C3)c2=O)CC1 (stereo unspecified)	-7%	9%
67	CC1(C)NC(=O)N(CC(O)COc2ccc(N3C(=O)c4ccccc4C3=O)cc2)C1=O (stereo unspecified)	-3%	0%
68	COc1ccccc1CCNC(=O)Cc1c(C)c2cc3c(C(C)(C)C)coc3c(C)c2oc1=O	-10%	-3%

entry	Peg3 imprint	IkB signaling
61	.	.
62	.	-1.9%
63	9%[10.9 µM]	?
64	?	-1.9%
65	-9%	1.0%
66	-4%[10.9 µM]	0.8%
67	.	.
68	-16%[10.9 µM]	0.7%
